High-throughput results as filed in PubChem.
Rac1 mut GTP: GTP binding modulators of activated mutant Rac1, primary screen, biochemical, bead-based flow cytometry, multiplex, fluorescent GTP. AID 764, 2007. Ras-related C3 botulinum toxin substrate 1 (Homo sapiens), P63000. percent activity (GTP binding), % at 10 µM. 0.11% of 190,000 active. GST-Rac1 activated beads; actives lie on both sides; 100% means binding = to untreated wells;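 active = GTP binding at least 20 percentage points away from the 100% baseline, in either direction, so actives lie on both sides; inconclusive = Compound likely fluorescent itself, or too few beads counted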
Pf gamet viab: late stage P. falciparum gametocyte viability inhibitors, primary screen, ATP luminescence, HTS | P. falciparum stage V gametocytes, 24 h | inhibition, % at 10.9 µM | AID 743093, 2013 | 0.065% of 150,000 active;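 active = inhibition above the mean plus 3 SD of compounds within the control limits, set per campaign, cut at about 38% in these data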;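 note: 0% = DMSO wells and 100% = medium only without gametocytes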
Rab2A wt mod: modulators of GTP binding to Rab2A wildtype, primary screen, biochemical, dog, bead-based flow cytometry, multiplex; Ras-related protein Rab-2A (Canis lupus familiaris), P61105; GST-Rab2 wt beads, Bodipy-GTP binding; GTP binding activity, % at 10 µM; 0.19% of 190,000 active; AID 760, 2007;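 active = GTP binding activity at least 20 points away from 100%, either lowered or raised; inconclusive = signal likely due to the compound's own green fluorescence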;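 note: 0% = beads with excess unlabeled GTP and 100% = no-compound control corrected for plate trend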
Avidin fluor: green autofluorescence of compounds with avidin beads – biophysical, 488/530 nm, flow cytometry, artefact control, profiling panel; compound fluorescence 488/530 nm; active compounds read high; fluorescence (KMESF) at 10 µM; 0.38% of 220,000 active; AID 1775, 2009; in the data active = fluorescence above about 47; note: inactives centre near 10
ABCB1 inh: ABCB1 efflux pump inhibitors, primary screen, cell-based, multiplex, flow cytometry, ABCG2 counter-screen; inhibition, % at 6.6 µM; CCRF-Adr cells, JC-1 efflux; 0.067% of 190,000 active; ATP-dependent translocase ABCB1 (Homo sapiens), P08183; in the data active = inhibition above about 40%;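 note: 0% = vehicle and 100% = reference inhibitor; higher value means more JC-1 retained so stronger ABCB1 efflux block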
Mcl1 Noxa PPI: Mcl-1/Noxa binding inhibitors, primary screen, biochemical, TR-FRET, 1536-well; inhibition, % at 21.7 µM; Induced myeloid leukemia cell differentiation protein Mcl-1 (Homo sapiens), Q07820; 1.5% of 220,000 active; TR-FRET Mcl-1/Noxa peptide binding, 2 h; AID 1022, 2008;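 active = compounds that cut the protein-peptide binding signal by more than 50% relative to plate controls in a single-dose test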;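 note: His-tagged Mcl-1 with rhodamine Noxa BH3 peptide and terbium anti-His antibody; 0% = Mcl-1 plus Noxa peptide wells and 100% = peptide-only wells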
Target sequence (Q07820 whole entry, looked up): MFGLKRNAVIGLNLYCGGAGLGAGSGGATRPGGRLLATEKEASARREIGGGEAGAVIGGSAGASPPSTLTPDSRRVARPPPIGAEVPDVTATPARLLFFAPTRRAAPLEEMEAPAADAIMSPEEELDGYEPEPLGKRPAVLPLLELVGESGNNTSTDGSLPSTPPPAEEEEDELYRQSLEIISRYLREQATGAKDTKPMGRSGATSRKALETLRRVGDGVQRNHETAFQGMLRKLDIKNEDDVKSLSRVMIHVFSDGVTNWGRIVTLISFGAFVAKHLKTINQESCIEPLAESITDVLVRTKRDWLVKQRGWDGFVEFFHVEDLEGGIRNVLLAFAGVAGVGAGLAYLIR
ABCG2 inh: ABCG2 efflux pump inhibitors, primary screen, multiplex with ABCB1, IgMXP3 cells, flow cytometry | JC-1 efflux | inhibition, % at 6.6 µM | 0.1% of 190,000 active | AID 1325, 2008;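 active = inhibition above 80%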;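 note: 0% = DMSO and 100% = nicardipine control wells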
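Test system: ABCG2 IgMXP3 and barcoded ABCB1 CCRF-Adr cell mix; Schedule: cells with compound and JC-1, 10 min at 25 °C, rotating, no wash; Technique: flow cytometry of retained JC-1 fluorescence; Measure: % inhibition of efflux relative to nicardipine and DMSO; Controls: nicardipine high and DMSO low controls.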
Rab7 wt modul: modulators of GTP binding to Rab7, primary screen, biochemical, wildtype, multiplex bead flow cytometry; Rab7 GTPase wild type (dog), Bodipy-FL-GTP binding; GST-Rab7 beads, fluorescent GTP binding; actives lie on both sides; untreated = 100%, excess cold GTP = 0%; GTP binding activity (percent of control), % at 10 µM; 0.055% of 190,000 active;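 active = fluorescent GTP binding to Rab7 beads changed by at least 20 points from the 100% baseline, either direction, mostly lower; inconclusive = compound itself probably fluorescent, or too few beads counted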;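 note: median green fluorescence of bound Bodipy-FL-GTP per Rab7 bead population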
Rac1 wt modul: wildtype Rac1 GTP binding modulators, primary screen, biochemical, GST-Rac1 beads, flow cytometry, multiplex. fluorescent GTP binding; actives lie on both sides; 0 = cold GTP competed, 100 = untreated. GTP binding activity (% of control), % at 10 µM. AID 757, 2007. 0.27% of 190,000 active;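 active = GTP binding activity at least 20 points away from the 100% control level, either lower or higher; inconclusive = compound flagged as likely green fluorescent, judged across all proteins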
Cdc42 wt: modulators of GTP binding to wildtype Cdc42, primary screen, biochemical, multiplex bead flow cytometry, Bodipy-GTP | percent activity (GTP binding), % at 10 µM | 0.2% of 190,000 active | GST-Cdc42 beads; actives lie on both sides | Cell division control protein 42 homolog (Homo sapiens), P60953 | AID 761, 2007;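 active = percent activity GTP binding at least 20 points away from the 100% baseline, either down as inhibitor or up as activator; inconclusive = compound flagged as likely green fluorescent from well-wide comparison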;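 note: median bead fluorescence of bound Bodipy-FL-GTP at 100 nM; 0% = excess unlabeled GTP control and 100% = no compound control; below 100% means less GTP binding so inhibitor and above means activator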
Target sequence (P60953 whole entry, looked up): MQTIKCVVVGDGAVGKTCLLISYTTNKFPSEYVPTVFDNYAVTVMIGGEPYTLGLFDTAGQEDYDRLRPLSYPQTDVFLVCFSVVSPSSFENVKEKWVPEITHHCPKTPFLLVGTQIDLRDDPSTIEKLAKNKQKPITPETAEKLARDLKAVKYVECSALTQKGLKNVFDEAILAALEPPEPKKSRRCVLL
HRas wt GTP bind: modulators of GTP binding to HRas wildtype, primary screen, biochemical, bead-based flow cytometry, multiplex; GST-Ras wt beads, Bodipy-FL-GTP binding; actives lie on both sides; GTP binding activity, % at 10 µM; 0.14% of 190,000 active; AID 759, 2007;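 active = GTP binding activity at least 20% away from the 100% baseline, either lowered as inhibitor or raised as activator; inconclusive = flagged as likely green fluorescent, judged across all proteins in the well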;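 note: 0% = unlabeled GTP competition control and 100% = no-compound control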
Target sequence (P01112 whole entry, looked up): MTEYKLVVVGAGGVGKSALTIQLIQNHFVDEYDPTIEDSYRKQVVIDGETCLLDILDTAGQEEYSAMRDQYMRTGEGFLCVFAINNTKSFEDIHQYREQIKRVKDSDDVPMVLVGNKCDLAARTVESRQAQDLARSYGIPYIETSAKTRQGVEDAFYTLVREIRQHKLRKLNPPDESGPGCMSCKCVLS
An asterisk follows results filed as active; ? = inconclusive; · = not tested or not shown; [ ] = dose if it differs, or a comment. Not a hit list, and some 2.3% of all compounds hit somewhere here.

Values run as follows: Mcl1 Noxa PPI	Rab2A wt mod	Cdc42 wt	ABCB1 inh	Rac1 mut GTP	ABCG2 inh	Avidin fluor	Rab7 wt modul	Pf gamet viab	HRas wt GTP bind	Rac1 wt modul
- CCOc1ccc(OCC(O)CNC2CCN(Cc3ccccc3)CC2)cc1 (stereo not given)
    5	99	101	0.7	101	4	24	102	·	101	101
- COc1cccc(C(=O)OCC(=O)NCCc2ccccc2)c1OC
    -7	94	90	-2.1	90	-6	5	98	12	90	89
- CC1(C)CC(=O)C/C(=N\NC(=S)NCc2ccccc2)C1
    11	99	96	-0.1	100	-1	22	103	16	97	105
- N#CC1=C2N=C(N)c3ccccc3N2C2=C(C(=O)CCC2)C1c1ccc(Cl)cc1 (stereo not given)
    -14	96	95	1.1	96	9	2	96	·	99	100
- Cn1c(N)c(C(=O)COC(=O)c2cc(C(F)(F)F)nc3ccccc23)c(=O)n(C)c1=O
    15	102	100	5.6	100	42	8	101	·	99	102
- CCC(=O)Nc1cc(C(F)(F)F)ccc1N1CCCC1
    8	101	98	0.1	93	3	10	99	16	100	100
- COc1ccc(-n2cc(-c3ccccc3)c3c(=O)[nH]cnc32)cc1
    -9	106	110	-0.6	104	8	4	104	11	108	121*[activator]
- Cc1ccc(Cl)cc1N1CCN(S(=O)(=O)c2ccc3c(c2)oc(=O)n3C)CC1
    -7	99	98	0.6	99	6	13	103	-18	98	105
- Cc1cc(C)nc(/N=C(\N)Nc2ccccc2-c2ccccc2)n1
    -3	?	?	3.7	?	4	10	?	-3	?	?
- O=C(CC(c1ccccc1)c1ccccc1O)NCc1ccccc1 (stereo not given)
    4	95	102	0.0	96	0	11	97	-10	100	99
- N#Cc1c(N)nc2c(c1-c1cccnc1)CCCCC2
    12	96	98	0.8	98	2	15	90	-10	96	98
- CC(=O)N1CCN(S(=O)(=O)c2cccc(C(=O)NC3CCCc4ccccc43)c2)CC1 (stereo not given)
    12	103	105	-0.1	102	0	34	106	·	106	104
- CCC(=O)OCC(=O)Nc1cc([N+](=O)[O-])ccc1Cl
    10	99	99	0.0	97	5	9	95	-4	96	102
- COc1ccc2nc(NC(=O)C3CCCN3S(=O)(=O)c3ccc(C)cc3)sc2c1 (stereo not given)
    -23	101	100	0.7	100	3	11	99	-10	101	102
- CCOc1ccc(-n2c(C)cc(C(=O)NS(=O)(=O)c3ccc(C)cc3)c2C)cc1
    7	91	97	1.4	92	5	13	99	-4	94	96
- O=C(COC(=O)Cc1ccsc1)Nc1ccc(Cl)c(S(=O)(=O)N2CCOCC2)c1
    4	101	101	-0.5	101	2	14	98	-16	102	105
- O=C(O)C1CC(=O)N(c2ccc(F)cc2)C1 (stereo not given)
    ·	?	?	0.0	?	8	12	?	16	?	?
- O=C(C1COc2ccccc2O1)N1CCN(Cc2ccc3c(c2)OCO3)CC1 (stereo not given)
    4	97	100	0.9	100	2	19	99	·	98	103
- CC(=O)NC(Cc1c[nH]c2ccccc12)C(=O)OCC(=O)N1CCCCCC1 (stereo not given)
    -7	99	98	2.6	99	8	9	102	·	98	101
- O=C(COc1ccccc1)NCC(=O)Nc1cccc2ccccc12
    11	100	101	0.6	98	9	11	101	·	101	104
- COc1ccc(S(=O)(=O)Nc2cccc(/C=C/C(=O)O)c2)cc1
    19	98	101	·	98	-2	14	100	-24	98	102
- COc1ccc2nc(SCC(=O)N3CCN(c4ccc(F)cc4)CC3)c(C#N)cc2c1
    -77	97	99	6.3	96	30	5	100	4	99	104
- COC(=O)Nc1ccc(S(=O)(=O)N2CCC(Cc3ccccc3)CC2)cc1
    4	100	98	-0.3	95	-1	12	97	7	98	94
- COc1cccc(-c2nc(-c3ccccn3)no2)c1
    1	100	101	0.0	97	0	14	99	-4	103	102
- COc1ccc(C(C(=O)NC2CCCCC2)N2CCC3(CC2)OCCO3)cc1 (stereo not given)
    -14	103	102	0.7	100	-3	10	103	·	102	107
- COC(=O)c1sc(S(=O)(=O)N2CCC(C)CC2)c(C(=O)OC)c1C
    12	101	102	1.0	99	2	8	103	-5	105	108
- CC(C)C(NC(=O)c1ccccc1)C(=O)NCCc1ccccc1 (stereo not given)
    -9	97	94	0.1	95	0	13	96	-33	95	99
- CC(NC(=O)c1ccc(S(=O)(=O)C(F)F)cc1)c1ccccc1 (stereo not given)
    14	97	94	-0.2	95	0	8	96	2	96	97
- O=c1[nH]c2ccccc2nc1/C=C/c1ccc(O)cc1
    12	97	97	0.1	95	1	12	103	-9	98	102
- CCN(CC)S(=O)(=O)c1cc(C(=O)Nc2cccnc2)ccc1Cl
    -5	99	99	1.0	98	2	3	100	·	100	96
- C/C(=N\OC(=O)c1c(-c2ccccc2Cl)noc1C)c1nccs1
    4	95	92	-1.0	94	-1	7	93	-7	94	96
- CCCOc1ccc2c3c(c(=O)oc2c1OCCC)CCC3
    26	104	106	0.8	104	6	10	104	·	103	107
- O=C1CC(Cc2ccccc2)C(=O)N1Cc1ccco1 (stereo not given)
    7	99	102	0.5	99	3	23	103	·	101	105
- CCOc1ccccc1N/C(=C(/C(Cl)=C(Cl)Cl)[N+](=O)[O-])n1cncn1
    42	96	97	0.0	95	1	3	94	·	98	96
- Nc1cccc(-c2cn3cc(C(F)(F)F)cc(Cl)c3n2)c1
    12	97	97	-0.8	97	-2	8	93	2	99	98
- Nc1nc(SCC(=O)Nc2ccccc2)[nH]c(=O)c1-c1ccccc1
    -13	99	97	-0.1	98	3	·	95	·	99	102
- COc1ccc(-c2csc3nc(C(C)(C)C)oc(=O)c23)cc1OC
    4	99	100	0.1	98	1	11	97	-79	98	100
- O=S(=O)(c1ccc(S(=O)(=O)N(Cc2cccs2)CC2CCCO2)cc1)N1CCCCC1 (stereo not given)
    4	99	100	1.0	93	4	24	98	-8	98	97
- COC(=O)Nc1ccc(S(=O)(=O)N2CCCC(C(=O)N3CCC(C)CC3)C2)cc1 (stereo not given)
    1	95	93	5.0	95	6	9	95	-10	95	92
- O=C(NCCCn1ccnc1)c1cc2cc([N+](=O)[O-])ccc2oc1=O
    6	98	96	2.5	97	11	2	97	·	98	102
- O=c1ccc(Cc2ccccn2)n[nH]1
    -2	101	103	-1.1	102	-9	12	98	·	102	108
- CCC(C)(C)n1nnnc1CN1CCC(NC(=O)c2ccccc2C)CC1
    -2	97	102	1.1	101	5	6	92	·	101	106
- CCOC(=O)CCCSc1nc(-c2ccc3c(c2)OCO3)cc(C(F)(F)F)c1C#N
    13	102	101	-0.3	101	2	10	101	·	101	106
- O=C(O)Cn1nc2ccccc2n1
    3	99	103	-0.1	98	0	13	100	-40	102	107
- COC(=O)C1=C(C)NC(C)=C(C(=O)OC)C1c1ccccn1
    -10	98	101	-1.3	99	-1	14	100	-16	99	105
- COc1ccc(CCNC2CC(=O)N(CCc3ccc(OC)c(OC)c3)C2=O)cc1OC (stereo not given)
    -14	96	98	0.5	93	1	8	95	·	95	97
- COc1ccc(N2C(=O)CC(Sc3nc(C)c4c(n3)CCCC4)C2=O)cc1 (stereo not given)
    -9	103	103	0.4	100	1	4	103	·	103	103
- O=C(O)c1cccc(N2C(=O)c3cccnc3C2=O)c1
    2	98	100	1.2	95	19	35	98	7	98	100
- COc1ccc(CCNC(=O)CSc2nnc(Cc3csc(N)n3)n2C)cc1OC
    -15	101	107	1.4	102	8	20	99	·	101	105
- Cc1ccc(NS(=O)(=O)c2ccc(OCC(=O)NCc3ccncc3)cc2)cc1
    12	100	99	-1.3	99	13	13	96	15	95	103

Following part.
Values run as follows: Mcl1 Noxa PPI	Rab2A wt mod	Cdc42 wt	ABCB1 inh	Rac1 mut GTP	ABCG2 inh	Avidin fluor	Rab7 wt modul	Pf gamet viab	HRas wt GTP bind	Rac1 wt modul
- CC(C)CC(NC(=O)c1ccccc1NC(=O)c1ccccc1)C(=O)O (stereo not given)
    2	93	94	0.0	91	12	9	91	·	92	92
- COc1ccc(N2C(=O)CC(n3c(CCCCO)nc4ccccc43)C2=O)cc1 (stereo not given)
    24	95	95	0.6	95	2	47	94	·	96	96
- CCC1(C(=O)O)NC(c2cc(OC)ccc2O)C2C(=O)N(Cc3ccccc3)C(=O)C21 (stereo not given)
    -3	102	102	0.0	102	0	5	100	·	100	106
- O=C(O)Cc1c(C(=O)O)nnn1-c1ccc(Cl)cc1Cl
    30	97	97	0.4	94	1	11	98	8	97	98
- COc1ccc([N+](=O)[O-])cc1NC(=O)C(C)OC(=O)c1ccccc1C(=O)c1ccc(Cl)cc1 (stereo not given)
    -10	98	100	0.7	97	2	15	99	-9	99	101
- O=C(O)c1ccccc1SCc1nc2ccccn2c1Br
    7	98	98	0.5	96	13	9	104	-7	101	97
- COC(=O)C1CCN(c2cc(=O)n(-c3ccccc3Cl)c(=O)[nH]2)CC1
    8	96	97	0.0	98	1	10	96	·	98	100
- c1ccc(-n2ncc3c(N4CCCC4)ncnc32)cc1
    -3	94	102	-0.4	100	2	17	91	14	98	100
- N#C/C(=C\c1cc2ccccc2nc1N1CCOCC1)C(=O)Nc1ccc(N2CCOCC2)cc1
    12	96	96	6.0	100	5	15	96	10	99	101
- CN(C(=O)CSc1nc2ccccc2s1)c1c(N)n(Cc2ccccc2)c(=O)[nH]c1=O
    -9	95	90	0.7	94	3	20	103	4	95	95
- O=C(NC(=S)Nc1ccc2c(c1)OCCO2)c1ccccc1
    22	100	102	0.2	101	1	37	100	·	101	102
- Cc1cccc(C)c1NC(=O)CCCSc1nnc(-c2ccco2)o1
    0	99	98	0.6	97	4	20	98	7	100	105
- Cc1ccc(CNC(=O)CN(c2cccc([N+](=O)[O-])c2)S(C)(=O)=O)cc1
    -15	99	95	-0.1	98	3	6	103	4	96	99
